PolyA inhibitor – inhibitors of polyadenylation in S. cerevisiae; S. cerevisiae SKY197-pL101 polyadenylation reporter, beta-gal luminescence; efflux-impaired pdr1/pdr3 knockout yeast; score 100 = 6 SD above DMSO; calls only at 12 µM; hit rate 0.02% among 300,000; AID 1875;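 active means lowest replicate activity score at least 50, where 100 means six control SD above control mean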;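 further: yeast exposed to compound for 9 h at 30 °C; higher score means more reporter readthrough which indicates perturbed polyadenylation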
KCNK9 inh – human KCNK9 channel inhibition. Q9NPC2. HEK293 KCNK9, FluxOR thallium flux fluorescence; active compounds read low. B-score at 10 µM. hit rate 1.2% among 310,000. AID 488922;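 active means ratio B-score over 3 SD below the library mean, with starting fluorescence within 5 SD of its mean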;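 further: negative B-score means less thallium flux so channel inhibition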
TRPC4 inh – inhibitors of mouse TRPC4 channel; Q9QUQ5; HEK293 TRPC4beta/mu-opioid, DAMGO-evoked Fluo4 calcium flux; active compounds read low; B-score at 10 µM; hit rate 0.39% among 300,000;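 active means B-score over 3 SD under the library average, no early fluorescence shift, positive overall ratio signal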
Target sequence (Q9QUQ5 whole entry, looked up): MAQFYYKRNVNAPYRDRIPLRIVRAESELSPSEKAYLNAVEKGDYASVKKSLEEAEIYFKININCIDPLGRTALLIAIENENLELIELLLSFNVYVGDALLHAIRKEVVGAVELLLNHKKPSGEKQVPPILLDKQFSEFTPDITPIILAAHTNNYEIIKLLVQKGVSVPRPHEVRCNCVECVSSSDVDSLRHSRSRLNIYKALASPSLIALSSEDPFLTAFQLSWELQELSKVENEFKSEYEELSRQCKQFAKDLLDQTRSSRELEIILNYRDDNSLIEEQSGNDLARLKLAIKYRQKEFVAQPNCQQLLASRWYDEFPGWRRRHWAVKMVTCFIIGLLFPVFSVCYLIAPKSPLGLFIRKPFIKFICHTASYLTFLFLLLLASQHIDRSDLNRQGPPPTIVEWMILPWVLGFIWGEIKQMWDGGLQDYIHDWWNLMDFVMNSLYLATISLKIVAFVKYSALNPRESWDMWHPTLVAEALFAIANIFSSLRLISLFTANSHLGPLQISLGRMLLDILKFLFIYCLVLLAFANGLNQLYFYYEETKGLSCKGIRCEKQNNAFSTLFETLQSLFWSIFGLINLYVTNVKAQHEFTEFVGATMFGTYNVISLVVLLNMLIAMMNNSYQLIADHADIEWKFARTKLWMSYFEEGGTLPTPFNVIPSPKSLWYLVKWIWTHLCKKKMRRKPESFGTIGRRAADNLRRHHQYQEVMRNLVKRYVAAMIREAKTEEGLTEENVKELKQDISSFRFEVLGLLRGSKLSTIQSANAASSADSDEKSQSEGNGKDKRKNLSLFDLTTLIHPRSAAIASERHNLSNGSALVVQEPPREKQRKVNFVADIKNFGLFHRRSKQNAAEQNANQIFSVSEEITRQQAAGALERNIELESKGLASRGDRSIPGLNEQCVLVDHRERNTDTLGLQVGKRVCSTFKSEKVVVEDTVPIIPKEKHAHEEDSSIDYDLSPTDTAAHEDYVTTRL
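Assay system: HEK293 cells with stable TRPC4beta plus mu-opioid receptor expression; Probe or stimulus: DAMGO in two steps, submaximal then maximal; Dosing: single-point compound dosing; Measured by: Fluo4 calcium-dye fluorescence, kinetic read; Read-out basis: B score from integrated Fluo4 fluorescence ratio.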
hERG protect – shields human hERG channel from block by proarrhythmic agents. hit rate 0.51% among 310,000. CHO-hERG, FluxOR thallium flux, dofetilide IC70 present. Q12809. AID 1511. activation (rescue from dofetilide block), less the hit threshold, % at 10 µM;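 active means activation above the mean of controls blocked by dofetilide plus 5 SD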;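 further: thallium influx through hERG after potassium depolarization seen as dye fluorescence rise; in these data hits start at about 4.7%; inactives centre near -7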
TRPC4 potent – allosteric potentiators of mouse TRPC4 channel; hit rate 0.42% among 310,000; B-score at 10 µM; HEK293 TRPC4beta/mu-opioid, DAMGO EC20, Fluo-4 Ca2+ flux; active compounds read high;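 active means B-score of calcium response area above 5 SD of library B-scores, with initial fluorescence ratio within 5 SD of library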;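 further: B-score of integrated fluorescence ratio over time as area under calcium response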
Dyrk1A ADPGlo – inhibitors of rat Dyrk1A kinase | ADP-Glo luminescence, NFATc1 peptide | Q63470 | inhibition, % at 12.5 µM | hit rate 0.43% among 310,000; in the data active means inhibition above about 50%;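 further: plate controls were vehicle with enzyme for no effect and no enzyme for full effect; many of its hits are not listed in these tables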
TRPC4 agonist – opens the mouse TRPC4 cation channel. Q9QUQ5. HEK293 TRPC4beta/mu-opioid, Fluo4 calcium fluorescence; active compounds read high. B-score at 10 µM. hit rate 0.49% among 310,000;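 active means B-score above 5 SD of library B-scores, and initial fluorescence ratio not above library mean plus 5 SD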;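 further: positive B-score marks a calcium rise read as TRPC4 activation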
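Material: TRPC4beta and mu-opioid receptor HEK293 stable cells | Incubation: 45 min room-temperature Fluo4 loading, 110 s read | Detection: Kinetic Fluo4 calcium fluorescence | Measure: Integrated baseline-normalised fluorescence ratio, converted to per-well B score | Benchmarks: Low control buffer alone, high control maximal DAMGO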
KCNK3 block – human KCNK3 channel inhibition, primary screen. B-score at 10 µM. CHO-KCNK3 thallium flux, FluxOR fluorescence; active compounds read low. hit rate 0.84% among 340,000. O14649;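 active means B-score under library mean minus 4 SD, starting fluorescence ratio at most library mean plus 5 SD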;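 further: more negative B-score means stronger inhibition of thallium flux through KCNK3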
KCNQ1 inh – blocks the human KCNQ1 potassium channel. P51787. CHO-K1 KCNQ1, FluxOR thallium flux fluorescence; active compounds read high. B-score at 10 µM. hit rate 1.3% among 310,000. AID 2642;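 active means compounds whose thallium flux B-score, printed positive for inhibition, exceeds three library SD while starting fluorescence stays within three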;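 further: channel opened by potassium depolarization with thallium stimulus after 20 min compound exposure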
KCNQ1 pot – potentiators or activators of human KCNQ1 potassium channel; P51787; CHO-K1 KCNQ1, thallium flux FluxOR fluorescence; active compounds read high; hit rate 0.35% among 310,000; B-score at 10 µM; AID 2648;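 active means fluorescence ratio B-score, a plate-corrected score, at least three library SD, with initial intensity B-score within 5 SD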
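Doses: Single concentration per compound, DMSO matched to controls | Test system: KCNQ1-transfected CHO-K1 cells | Timing: 90 min dye loading and 20 min compound exposure, both at room temperature | Measured by: Kinetic FluxOR thallium fluorescence, 10-s 1-Hz baseline, 110-s post-stimulus read | Medium: Assay buffer with matched DMSO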
Platelet DG rel – modulates dense granule release in human platelets. human platelet-rich plasma, SFLLRN dense granule ATP release, luminescence. inhibition, %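 (compounds screened at 7.5 µM in platelet-rich plasma)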. hit rate 0.22% among 300,000. AID 1663;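 active means mean replicate score, as percent of positive control, at or above 50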
Numbers without * were called inactive; i = inactive; x = not tested or not shown; & = joins results of further samples; ! = not active in a repeat.

Each structure is followed by: PolyA inhibitor, KCNK9 inh, TRPC4 inh, hERG protect, TRPC4 potent, Dyrk1A ADPGlo, TRPC4 agonist, KCNK3 block, KCNQ1 inh, KCNQ1 pot, Platelet DG rel
COc1ccc(Br)cc1/C=N/n1c(-c2ccccc2)n[nH]c1=S
 : i, i, i, -2, i, x, i, i, i, i, 4
Cc1c(NC(=S)N2CCN(c3cccc(Cl)c3)CC2)c(=O)n(-c2ccccc2)n1C
 : i, i, i, -6, i, -2, i, i, i, i, 2
COc1ccc(S(=O)(=O)N2CCCCCC2)cc1C(=O)OCC(=O)NCC(C)C
 : i, i, i, -7, i, -3, i, i, i, i, 0
Cc1cc(C)c(CN2CCC(CO)(CCOc3ccccc3)CC2)cc1C
 : i, i, i, -12, i, -4, i, i, i, i, -2
CC1(C)CC(=O)C=C(NCCc2ccccc2)C1
 : i, i, i, -8, i, 9, i, i, i, i, -2
COc1ccc(S(=O)(=O)Nc2cccc(-c3ccc4nncn4n3)c2)cc1F
 : i, i, i, -6, i, 0, i, i, i, i, -1
COc1cccc(/C=C(\C)C(=O)c2c(C)cc(C)[nH]c2=O)c1OC
 : i, i, i, -6, i, 3, i, i, i, i, -1
O=C(COC(=O)c1sc2cc(Cl)ccc2c1Cl)Nc1ncc(Cl)cc1Cl
 : i, i, i, -10, i, x, i, x, i, i, 2
O=C(CSc1nc2c(sc3ccccc32)c(=O)n1CCCN1CCCC1)NCC1CCCO1 (stereo unspecified)
 : i, i, i, -11, i, 7, i, i, i, i, 2
Cc1cc(C)n2c(SCC(=O)N3CCN(S(=O)(=O)c4ccc(Cl)cc4)CC3)nnc2n1
 : i, i, i, -2, i, 3, i, i, i, i, 18
O=C(c1ccc2nc(-c3ccco3)c(-c3ccco3)nc2c1)N1CCN(c2ccccc2)CC1
 : i, i, i, -10, i, 0, i, i, i, i, 2
CN(CC(=O)Nc1ccc(S(=O)(=O)N2CCCC2)cc1)Cc1ccc(Cl)cc1Cl
 : i, i, i, -11, i, -5, i, i, i, i, 2
CCOC(=O)c1[nH]cnc1C(=O)Nc1ccc([N+](=O)[O-])cc1
 : i, i, i, -6, i, 0, i, i, i, i, -10
Cc1ccccc1OCc1nc(-c2ccccc2)no1
 : i, i, i, -14, i, 1, i, i, i, i, -2
CCn1c(O)c(N=NC(=O)CNC(=O)c2ccccc2F)c2ccccc21
 : i, i, i, -4, i, -2, i, i, i, i, -6
O=C(CNC(=O)c1ccccc1Br)N/N=C/c1cccnc1
 : i, i, i, -3, i, -1, i, i, i, i, 5
COc1ccc(Cl)cc1NC(=S)NCCc1ccc(F)cc1
 : i, i, i, -12, i, -4, i, i, 6*, i, 11
CCOc1ccc(N=Nc2c(N)[nH][nH]c2=O)cc1
 : i, i, i, -5, i, -2, i, i, i, i, 13
Cc1cc(C(=O)N/N=C/c2c(C)[nH]c3ccccc23)n[nH]1
 : i, i, i, -10, i, 13, i, i, i, i, 16
CCOC(=O)CSc1n[nH]c(NC(=O)NC(C)C)n1
 : i, i, i, -11, i, -1, i, i, i, i, 2
COc1cccc(NC(=O)CCCCCN2C(=O)[C@@H]3Cc4ccccc4CN3C2=O)c1
 : i, i, i, -13, i, x, i, i, i, i, -4
CCC(=O)Nc1cccc(C2=NOC3(C2)C[C@@H](C(N)=O)N(C(=O)C(c2ccccc2)c2ccccc2)C3)c1 (stereo partly specified)
 : i, i, i, -7, i, -4, i, i, i, i, 2
C=CCc1ccccc1OCC(O)CN1CCN(Cc2ccc3c(c2)OCO3)CC1 (stereo unspecified)
 : i, i, -7*!, -15&-8, i, 1&-1, i, i, i, i, 0&-1
COCC(=O)Nc1nnc(SCC(=O)NCc2cccs2)s1
 : i, i, i, -16, i, -1, i, i, i, i, -2
O=C(CN1CCOCC1)N/N=C/c1ccccc1
 : i, i, i, -2, i, 0, i, i, i, i, -1
CCOc1ccc(S(=O)(=O)N(C)c2ccc(OCC(=O)Nc3nc(-c4cc(OC)ccc4OC)cs3)cc2)cc1
 : i, i, i, -8, i, -3, i, i, i, i, 1
CCCCc1ccc(NC(=S)NCc2ccccc2OC)cc1
 : i, i, i, -7, i, 0, i, i, i, i, 3
CCNC(=S)N1CCN(C(c2ccccc2)c2ccccc2)CC1
 : i, i, i, -13, i, -2, 68*, i, i, i, 1
CCOC(=O)N1CCN(C(=O)C2CC(=O)N(c3ccc(C)cc3)C2)CC1 (stereo unspecified)
 : i, i, i, -14, i, -6, i, i, i, i, x
O=C(Nc1ccccc1C(=O)N1CCN(CCO)CC1)c1cccc([N+](=O)[O-])c1
 : i, i, i, -4, i, -3, i, i, i, i, 9
CN(C)CCCNC(=O)c1cc(C(=O)Cc2ccccc2)c[nH]1
 : i, i, i, -11, i, -7, i, i, i, i, -3
N#C/C(=C\c1cn(Cc2ccc(C#N)cc2)c2ccccc12)C(=O)NCc1cccs1
 : i, i, i, -5, i, -7, i, i, i, i, 5
C/C(=C(/NC(=O)c1ccccc1)C(=O)O)c1ccco1
 : i, i, i, -4, i, 2, i, i, i, i, -1
CC(=O)Nc1nc(-c2cccs2)cs1
 : i, i, i, -7, i, 9, i, i, i, i, -3
Cn1c(=O)oc2cc(S(=O)(=O)N3CCCC(C(=O)NCC4COc5ccccc5O4)C3)ccc21 (stereo unspecified)
 : i, i, i, -16, i, 9, i, i, i, i, -7
COc1ccc(S(=O)(=O)N2CCCOC2CNC(=O)C(=O)NCCCn2ccnc2)cc1 (stereo unspecified)
 : i, i, i, -12, i, 5, i, i, i, i, -5
CC(C)(C)Nc1scc(-c2ccccc2)[n+]1-c1ccccc1
 : i, i, i, -13, i, 3, i, i, i, i, 3
O=C(NCCc1ccc(Cl)cc1)C1CCN(C(=O)c2sccc2-n2cccc2)CC1
 : i, i, i, -6, i, 8, i, i, i, i, 1
COc1ccc(S(=O)(=O)Nc2ccccc2-c2nc3ccccc3[nH]c2=O)cc1
 : i, i, i, -8, i, -7, i, i, i, i, 17
COc1cc(/C=C(\NC(=O)c2ccccc2)C(=O)NC(C(=O)O)c2ccccc2)cc(OC)c1OC (stereo unspecified)
 : i, i, i, -9, i, 2, i, i, i, i, 6
CC1CN(C(=O)CCC(=O)N2CCN(c3cccc(C(F)(F)F)c3)CC2)c2ccccc2O1 (stereo unspecified)
 : i, i, i, -7, i, 1, i, i, i, i, 2
O=C(Cn1nc(Cc2cccnc2)c2ccccc2c1=O)Nc1ccc2c(c1)OCO2
 : i, i, i, -7, i, -1, i, i, i, i, 1
O=c1c2ccccc2nc(SCc2ccccc2Cl)n1Cc1ccccc1
 : i, i, i, -9, i, 7, i, i, i, i, -2
O=C(CN1C(=O)COc2ccccc21)NCCN1CCc2ccccc2C1
 : i, i, i, 0, i, x, i, i, i, i, 12
COc1cccc(C2(O)CC(C(F)(F)F)=NN2C(=O)c2ccccn2)c1 (stereo unspecified)
 : i, i, i, 3, i, -3, i, i, i, i, -1
CNC(=S)NNC(=O)Cc1ccc(O)cc1
 : i, i, i, 0, i, -3, i, i, i, i, -7
COc1ccc(Nc2nc(C(=O)N(CCO)Cc3ccccc3)cs2)cc1
 : i, i, i, -10, i, 1, i, i, i, i, -3
O=C(CCN1C(=O)c2ccccc2C1=O)N1CCN(Cc2ccc(Cl)cc2Cl)CC1
 : i, i, i, -18, i, 12, i, i, i, i, 5
COC(=O)C1(C)NC(c2ccc(O)cc2)C2C(=O)N(c3ccc(F)cc3)C(=O)C21 (stereo unspecified)
 : i, i, i, -7, i, x, i, i, i, i, -5
C/C(N)=C(/C#N)C(=O)CN1C(=O)NC(Cc2c[nH]c3ccccc23)C1=O (stereo unspecified)
 : i, i, i, -3, i, 4, i, i, i, i, 23
O=C(NCCCn1ccnc1)c1cn(-c2ccccc2)nc1-c1ccc(F)cc1
 : i, i, i, -4, i, x, i, i, i, i, -7
O=C(C1CCN(CC2CC=CCC2)CC1)N(CCc1ccccc1)Cc1ccccc1 (stereo unspecified)
 : i, i, -5*, -5, i, -5, i, i, i, i, 1
CC1=C2C(=O)OC(c3ccoc3)C2(C)CCC1 (stereo unspecified)
 : i, i, i, -3, i, -4, i, i, i, i, 4
Cn1c(=O)n(CCc2ccccc2)c(=O)c2c1nc1n2CCN1Cc1ccco1
 : i, i, i, -14, i, 1, i, i, i, i, -1
CC(C)CN1CCN(Cc2ccc(Oc3ncccn3)cc2)CC1CCO (stereo unspecified)
 : i, i, i, -11, i, -6, i, i, i, i, -6
COc1ccccc1C(=O)Nc1cccc(SC)c1
 : i, i, i, -17, i, 14, i, i, i, i, -1
COc1ccccc1C1C(C(=O)c2cc3ccccc3o2)=C(O)C(=O)N1CCN(C)C (stereo unspecified)
 : i, i, i, -8, i, -2, i, i, i, i, 6
COc1ccccc1NC(=S)NC(=O)CCCOc1ccc(Cl)cc1Cl
 : i, -23*, i, -2, i, 4, i, -10*, i, i, 6
CNC(=O)C(=O)NCC1OCCN1S(=O)(=O)c1ccc(OC)c(OC)c1 (stereo unspecified)
 : i, i, i, -3, i, -7, i, i, i, i, -3
C=CCNC(=S)N1CCC(C(=O)c2ccc(OC)cc2)CC1
 : i, i, i, -4, i, -8, i, i, i, i, -3
CC(Cl)C(=O)Nc1ccccc1C#N (stereo unspecified)
 : i, i, i, -5, i, -1, i, i, i, i, 10
Cc1cc(-c2sccc2Br)nc(-n2cccc2)n1
 : i, i, i, -13, i, x, i, i, i, i, 29
CCCn1nnnc1SCC(=O)NCc1cccs1
 : i, i, i, -3, i, 13, i, i, i, i, -1

An excerpt. The share of hits here may be higher or lower than overall.
